VHR inh abs = DUSP3 (human) phosphatase inhibition | inhibition, % at 13.3 µM | 0.52% of 290,000 active | recombinant VHR phosphatase, pNPP absorbance | P51452; in the data active = inhibition above about 50%; note: some compounds called inactive have numbers as strong as hits
Target sequence (P51452 whole entry, looked up): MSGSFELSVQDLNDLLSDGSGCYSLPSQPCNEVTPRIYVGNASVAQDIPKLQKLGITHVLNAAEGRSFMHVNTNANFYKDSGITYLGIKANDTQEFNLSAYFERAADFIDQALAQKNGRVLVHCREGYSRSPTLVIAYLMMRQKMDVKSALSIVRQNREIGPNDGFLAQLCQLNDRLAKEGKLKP
PfHsp40 yeast = rescue of PfHsp40-mediated yeast toxicity | S. cerevisiae expressing PfHsp40, growth rescue, ATP luminescence | growth rescue, % at 12.5 µM | 0.68% of 340,000 active | AID 504582; in the data active = growth rescue above about 28%, passing the limit was not always enough;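 note: yeast W303a lacking pdr1 and pdr3 grown in galactose medium; growth measured after three days at 30 °C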
Anthrax LF prot = inhibitors of Bacillus anthracis lethal factor protease; inhibition, % at 10 µM; multiplex microsphere protease cleavage assay, LF; P15917; 0.12% of 360,000 active; AID 588501; in the data active = inhibition above about 30%; note: plate controls were buffer without enzyme for full effect and enzyme alone for no effect
Target sequence (P15917 whole entry, looked up): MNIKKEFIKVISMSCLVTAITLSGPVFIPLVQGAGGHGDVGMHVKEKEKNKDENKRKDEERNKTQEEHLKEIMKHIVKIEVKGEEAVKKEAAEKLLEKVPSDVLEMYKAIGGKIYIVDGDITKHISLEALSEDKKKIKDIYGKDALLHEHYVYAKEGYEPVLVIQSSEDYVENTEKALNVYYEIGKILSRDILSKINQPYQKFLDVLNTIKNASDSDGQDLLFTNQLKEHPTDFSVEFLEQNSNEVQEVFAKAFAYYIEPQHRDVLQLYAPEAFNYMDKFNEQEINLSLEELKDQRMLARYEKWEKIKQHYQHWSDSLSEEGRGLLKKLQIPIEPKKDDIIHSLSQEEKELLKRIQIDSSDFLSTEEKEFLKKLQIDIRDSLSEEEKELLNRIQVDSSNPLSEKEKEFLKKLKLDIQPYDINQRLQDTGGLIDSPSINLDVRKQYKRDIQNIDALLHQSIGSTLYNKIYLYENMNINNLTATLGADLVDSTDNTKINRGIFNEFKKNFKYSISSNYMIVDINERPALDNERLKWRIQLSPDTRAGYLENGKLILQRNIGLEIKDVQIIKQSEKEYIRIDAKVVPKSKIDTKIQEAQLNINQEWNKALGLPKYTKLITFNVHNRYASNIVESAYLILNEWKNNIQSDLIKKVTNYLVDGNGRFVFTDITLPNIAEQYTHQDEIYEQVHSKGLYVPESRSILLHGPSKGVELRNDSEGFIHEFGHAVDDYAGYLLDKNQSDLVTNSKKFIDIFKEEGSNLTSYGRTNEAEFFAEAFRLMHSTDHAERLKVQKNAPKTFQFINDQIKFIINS
BH1578 lux ind = inducers of Vibrio cholerae quorum light production without autoinducers; activation, % at 18.7 µM; 0.16% of 350,000 active; V. cholerae BH1578 lux reporter, luminescence, 6 h; in the data active = activation mostly above about 9.7%, no sharp cut-off; note: not every result past the cut was called active; inactives centre near 0; reference of the scale not given here
TcdB GH inh = inhibitors of Clostridioides difficile toxin B glycohydrolase. AID 652162. P18177. TcdB glycohydrolase enzymatic assay, plate reader. 0.24% of 350,000 active. inhibition, % at 9.99 µM; in the data active = inhibition above about 10%
Y pestis TopoI = blocks Yersinia pestis topoisomerase I activity | Y. pestis Topo-I cleavage product accumulation, plate reader | activity, % at 10 µM | AID 504884 | 0.064% of 360,000 active; in the data active = activity above about 50%, passing the limit was not always enough; note: inactives centre near 2
MazF activator = activators of E. coli MazEF toxin-antitoxin RNase; P0AE70; FAM/BHQ RNA-DNA oligo cleavage fluorescence, 5 h; activation, % at 20 µM; 0.32% of 350,000 active; in the data active = activation above about 50%
SARS 3CLpro inh = SARS-CoV 3CLpro protease inhibition. inhibition, % at 6 µM. recombinant SARS-CoV 3CLpro, quenched FRET peptide cleavage. P0C6X7. 0.14% of 290,000 active; in the data active = inhibition above about 12%
PriA SSB inh = K. pneumoniae PriA-SSBct interaction inhibition. AlphaScreen SSBct-PriA binding, biotinylated peptide. inhibition, % at 33 µM. 0.6% of 430,000 active; in the data active = inhibition mostly above about 37%, no sharp cut-off; inactive = mostly below about 20%;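 note: plate controls were negative control peptide for no effect and reference peptide for full effect; strong numbers were not always called active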
Rv3671c protease = inhibitors of M. tuberculosis serine protease Rv3671c | inhibition, % at 5.96 µM | 0.048% of 320,000 active | P9WHR9; in the data active = inhibition above about 38%;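 note: extracellular domain of Rv3671c used as enzyme; 0% = enzyme with DMSO and 100% = no enzyme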
An asterisk follows results filed as active; i = inactive; / = not tested or not shown; & = joins results of further samples.

SMILES | VHR inh abs | PfHsp40 yeast | Anthrax LF prot | BH1578 lux ind | TcdB GH inh | Y pestis TopoI | MazF activator | SARS 3CLpro inh | PriA SSB inh | Rv3671c protease
Cc1cc(C)cc(NC(=O)N2CCCC2C(=O)Nc2ccc(-n3cnnn3)c(C)c2)c1 (centres undefined) | 36 | -0.1 | 0 | -1.0 | / | 1 | -1 | -5 | 2 | 2
O=C(O)c1cccc(CSc2ncccn2)c1 | 4 | 2.1 | 2 | -6.2 | -0.1 | -13 | -2 | 1 | -6 | -2
CC(=O)Nc1ccc(-c2c(C)cc3oc(=O)cc(-c4ccccc4)c3c2C)cc1 | / | 21 | -12 | -6.1 | 1.0 | 6 | 0 | / | -9 | /
COc1cc2c(cc1OC)C(COc1ccc(F)cc1)NCC2 (centres undefined) | 4 | 0.9 | -1 | -0.4 | 1.1 | 5 | -17 | 5 | -13 | -5
CC(=O)c1c(OC(=O)c2ccccc2)c2ccccc2n1C | 23 | 3.5 | 2 | 6.2 | 0.3 | 2 | -7 | 3 | -14 | 3
COc1ccc(N2CCN(CC(=O)Nc3c(C)cc(C)cc3C)CC2)cc1 | 4 | -0.6 | 3 | 12 | / | 3 | 0 | 1 | -10 | 6
Cc1ccc(CNC(=O)C(=O)NCC2OCCN2S(=O)(=O)c2ccc3c(c2)OCCO3)cc1 (centres undefined) | 0 | 0.3 | -3 | -0.3 | 0.5 | 29 | -9 | 1 | -9 | 0
COC(=O)CCCC(=O)N1CCC(CCC(=O)NC2CC2)CC1 | 5 | -1.7 | / | -2.5 | -0.5 | -7 | -3 | -5 | -5 | -1
Cc1ccc(-c2nc3ccccc3c(=O)n2O)cc1 | -22 | 132* | -17 | i | 0.0 | 4 | -3 | 1 | -6 | -4
Cc1ccccc1NS(=O)(=O)c1cc2c(cc1C)N(C)CCO2 | 13 | 0.0 | -4 | -0.2 | 0.7 | 7 | -1 | -4 | 7 | -6
CCOC(=O)N1CCN(C(=O)C2CCN(Cc3cccc(OCc4ccccc4)c3)CC2)CC1 | -2 | 0.1 | 1 | -0.3 | 0.7 | 25 | 0 | -2 | -12 | 4
O=C(/C=C/c1ncc(C(F)(F)F)cc1Cl)OCc1ccccc1 | 9 | -0.6 | -5 | -8.0 | 0.6 | 8 | -5 | -6 | -10 | -2
O=C1COc2cccnc2N1 | 17&28 | -0.6 | -4 | i | / | -2 | 9 | -4&2 | -9 | -8
CCC(C)(C)C1CCc2[nH]nc(C(=O)N/N=C(\C)c3ccco3)c2C1 (centres undefined) | -22 | 0.0 | / | -0.5 | 1.2 | -7 | 2 | -2 | / | -5
O=C(CN(C(=O)CCC(=O)Nc1nccs1)c1ccccc1F)NCc1ccc2c(c1)OCO2 | 6 | -1.0 | 0 | -0.2 | 0.0 | 19 | -1 | -5 | -2 | -2
COc1ccc(C2(CNC(=O)c3ccccc3)CCOCC2)cc1 | 3 | / | -7 | i | 0.2 | -8 | 5 | 2 | -3 | -3
CC(=O)NCCC(=O)Nc1ccc(C)c(F)c1 | 6 | 0.4 | 1 | i | / | -2 | 4 | 6 | -12 | -1
CCOc1cc(NC(=O)c2ccccc2OC)c(OCC)cc1NC(=O)c1ccccc1 | 9 | 0.5 | -7 | 3.4 | 0.5 | 1 | 7 | 1 | -4 | -9
Cc1c(C)n(C)c2ccc(C(=O)NCCCN3CCCCC3C)cc12 (centres undefined) | 78 | -0.7 | -3 | 0.6 | -1.5 | -2 | 7 | -3 | 6 | 7
Cc1nnc(SCc2cnc(-c3ccc(C(C)C)cc3)s2)n1C | 15 | -2.1 | -9 | -0.3 | / | 14 | 0 | 2 | 6 | -8
Cc1nn(C)c(C(=O)NC(=S)Nc2ccccc2O)c1Cl | -9 | 19 | -2 | -1.9 | 1.3 | 1 | 1 | -2 | 1 | -6
COc1ccc(S(=O)(=O)Nc2cc(C(=O)NCCC(C)C)ccc2N2CCOCC2)cc1 | 23 | -1.7 | 0 | -0.2 | / | -1 | -9 | 2 | 0 | -5
CCOC(=O)CCC(=O)N(CCN(C(=O)CCC(=O)OCC)c1ccccc1)c1ccccc1 | -4 | -0.3 | 1 | i | / | 9 | 3 | 0 | -11 | -3
Oc1c(CN2CCOCC2)cc(CN2CCOCC2)c(O)c1CN1CCOCC1 | / | 1.0 | -2 | 0.8 | -9.7 | 0 | -11 | / | -4 | /
CC(C)c1ccc(S(=O)(=O)N2CCN(C(=O)[C@@H]3CCCN3C(=O)c3cccs3)CC2)cc1 | / | -1.3 | 2 | 0.6 | -0.2 | -10 | -2 | / | -12 | /
CC(C)S(=O)(=O)N1CCCC(c2cc(C(=O)NCc3ccccc3)no2)C1 (centres undefined) | / | / | -2 | i | 0.8 | -2 | / | / | / | /
COC(=O)c1cc(S(=O)(=O)NCc2ccc(S(N)(=O)=O)cc2)oc1C | 23 | 1.0 | -12 | i | -0.1 | -1 | 3 | -2 | -8 | 9
CC(=O)c1cccc(-c2ccc3c(c2)C(C)(Cc2ccccc2C#N)C(=O)N3)c1 (centres undefined) | / | / | 0 | i | 0.3 | 21 | / | / | / | /
CC1CCN(S(=O)(=O)c2cn(CC(=O)N3CC(C)CC(C)C3)c(=O)c3ccccc23)CC1 (centres undefined) | -14 | -0.9 | -1 | -0.3 | / | -2 | 7 | -7 | -9 | 5
CC(C)Nc1ncnc2ccc(Br)cc12 | -2 | 0.0 | -2 | i | 0.1 | 0 | -5 | -4 | -6 | -3
NS(=O)(=O)c1ccc(NC(=O)/C=C/c2ccccc2Cl)cc1 | 11 | -0.1 | 2 | -0.4 | 1.0 | -14 | 1 | -2 | -13 | -43
CN1CCC(=NNC(=O)C(=O)Nc2ccccc2)CC1 | 17 | 1.3 | 3 | 1.7 | / | -4 | -5 | -1 | 3 | 0
CNC(=O)c1ccsc1NC(=O)c1ccc(S(=O)(=O)N2CCOCC2)cc1 | 4 | 1.5 | -2 | -0.6 | / | 4 | 3 | -3 | -10 | -7
C#CCN(Cc1ccco1)C(=O)c1cc(COc2cccc3cccnc23)on1 | / | / | 2 | 0.6 | 0.3 | 31 | -2 | / | / | /
O=C(O)c1cccc(NS(=O)(=O)c2ccc(Cl)c(C(=O)O)c2)c1 | 28 | 0.5 | -4 | -0.4 | / | -8 | 8 | -1 | -9 | -6
CCc1nnc(NC(=O)CSc2nnc3ncccn23)s1 | -5 | 0.1 | -1 | i | 1.2 | -4 | -3 | 3 | -2 | 2
CCCCNC(=O)N(O)C1N(/N=C/c2ccccc2OC)C(=S)SC1(C)C (centres undefined) | 10 | 0.1 | -7 | 0.0 | 1.5 | 4 | 4 | -4 | / | -1
Cc1cc[n+](CC(=O)c2ccc3c(c2)OCCO3)cc1 | 17 | 1.2 | 0 | 1.6 | 0.5 | -2 | 0 | 0 | 11 | 1
CC1CC(C)CN(C(=O)C2CCCN(S(=O)(=O)c3cnc[nH]3)C2)C1 (centres undefined) | 17 | 0.2 | -5 | -0.4 | 2.4 | 0 | -6 | -2 | 0 | -3
COc1ccccc1OCCNC(=O)C1CCCCC1 | 22 | 1.8 | -1 | -0.1 | 0.8 | 4 | -14 | -2 | -17 | 3
Cc1ccc(CSc2nnc(NC(=O)C3=COCCO3)s2)cc1 | / | -0.3 | -7 | -0.5 | -0.6 | 2 | -3 | / | -3 | -6
O=C(COC(=O)c1ccc(O)cc1O)Nc1ccc2c(c1)OCCO2 | / | -0.4 | -1 | -3.1 | 0.6 | -3 | 10 | / | -2 | -5
NS(=O)(=O)c1ccc(NC(=O)c2ccc(CNS(=O)(=O)c3cc(C(F)(F)F)ccc3Cl)cc2)cc1 | 8 | 0.2 | -3 | -4.8 | -0.7 | 24 | -15 | 3 | 4 | -42
O=C(/C=C/c1ccc(N2CCOCC2)cc1)c1ccccc1 | -4 | 1.6 | 0 | -0.3 | 0.0 | 6 | -50 | 0 | 6 | -4
Cc1ccc(-n2c(=O)cc(N3CCC(C)CC3)[nH]c2=O)cc1 | 49 | 1.1 | 1 | -0.5 | / | 6 | -2 | 6 | 1 | 3

Ordered by number of heavy atoms (falling): six of the compounds above
SMILES | VHR inh abs | PfHsp40 yeast | Anthrax LF prot | BH1578 lux ind | TcdB GH inh | Y pestis TopoI | MazF activator | SARS 3CLpro inh | PriA SSB inh | Rv3671c protease
C#CCN(Cc1ccco1)C(=O)c1cc(COc2cccc3cccnc23)on1 | / | / | 2 | 0.6 | 0.3 | 31 | -2 | / | / | /
O=C(COC(=O)c1ccc(O)cc1O)Nc1ccc2c(c1)OCCO2 | / | -0.4 | -1 | -3.1 | 0.6 | -3 | 10 | / | -2 | -5
CC1CC(C)CN(C(=O)C2CCCN(S(=O)(=O)c3cnc[nH]3)C2)C1 (centres undefined) | 17 | 0.2 | -5 | -0.4 | 2.4 | 0 | -6 | -2 | 0 | -3
O=C(O)c1cccc(NS(=O)(=O)c2ccc(Cl)c(C(=O)O)c2)c1 | 28 | 0.5 | -4 | -0.4 | / | -8 | 8 | -1 | -9 | -6
NS(=O)(=O)c1ccc(NC(=O)/C=C/c2ccccc2Cl)cc1 | 11 | -0.1 | 2 | -0.4 | 1.0 | -14 | 1 | -2 | -13 | -43
COc1ccccc1OCCNC(=O)C1CCCCC1 | 22 | 1.8 | -1 | -0.1 | 0.8 | 4 | -14 | -2 | -17 | 3

Additional results follow.
SMILES | VHR inh abs | PfHsp40 yeast | Anthrax LF prot | BH1578 lux ind | TcdB GH inh | Y pestis TopoI | MazF activator | SARS 3CLpro inh | PriA SSB inh | Rv3671c protease
O=C(Nc1cccc(F)c1)N1CCCC(CNS(=O)(=O)Cc2ccccc2)C1 (centres undefined) | -5 | 1.0 | -2 | / | 1.3 | -11 | 6 | 3 | -11 | -4
CCOc1ccc(NC(=O)/C=C/c2ccccc2)c([N+](=O)[O-])c1 | 3 | -1.2 | -2 | -0.1 | -0.2 | -3 | 8 | 7 | 6&10 | -9
CC(=O)c1cccc(NC(=O)/C(=C/c2ccco2)NC(=O)c2ccco2)c1 | 0 | 0.6 | 1 | 0.7 | 0.0 | 0 | -6 | 2 | -6 | -1
CCOC(=O)CSc1nc(C)c2ccc(C)cc2n1 | 13 | 1.1 | -2 | i | / | 7 | 2 | 3 | -25 | 4
COc1ccc(NC(=O)Nc2ccc(Br)cn2)cc1OC | 35 | 1.1 | -3 | -1.3 | 0.9 | 3 | 3 | -3 | -3 | -3
c1ccc(Oc2nc3ccccc3n3cccc23)cc1 | 22 | 0.2 | -4 | -0.7 | / | -1 | 5 | 3 | -13 | 0
COc1ccc(C2C(C(=O)c3ccc(C)o3)=C(O)C(=O)N2Cc2ccco2)cc1OC (centres undefined) | 19 | 2.7 | 0 | -1.3 | 3.0 | 3 | -1 | 5 | -12 | -3
CCn1cc(C(=O)N[C@H](C(=O)NCCO)C(C)C)c(=O)c2cc3c(cc21)OCO3 | 10 | -0.1 | 1 | 0.1 | 0.8 | 2 | 1 | 3 | -9 | -4
COc1ccccc1NC(=O)C1CCN(C(=O)NCc2ccccc2)CC1 | 36 | -0.8 | -2 | -0.1 | 0.3 | 5 | -8 | 1 | -6 | 4

Record cards, from the list above. Order of values: VHR inh abs, PfHsp40 yeast, Anthrax LF prot, BH1578 lux ind, TcdB GH inh, Y pestis TopoI, MazF activator, SARS 3CLpro inh, PriA SSB inh, Rv3671c protease
COc1ccc(NC(=O)Nc2ccc(Br)cn2)cc1OC is listed as 35, 1.1, -3, -1.3, 0.9, 3, 3, -3, -3, -3
c1ccc(Oc2nc3ccccc3n3cccc23)cc1 is listed as 22, 0.2, -4, -0.7, /, -1, 5, 3, -13, 0
COc1ccccc1NC(=O)C1CCN(C(=O)NCc2ccccc2)CC1 is listed as 36, -0.8, -2, -0.1, 0.3, 5, -8, 1, -6, 4

High-throughput results as filed in PubChem BioAssay.

This is a subset (hit frequency here may not be typical).
